Screening results: PubChem BioAssay, National Center for Advancing Translational Sciences (NCATS)
D3 antag – D3 dopamine receptor (human) antagonism. 360,000 compounds, 2.5% hits. P35462. D3R cells, DiscoveRx beta-arrestin luminescence, antagonist mode; stronger effect = lower value. max response, negative = inhibition, %; in the data active means max response below about -50%; inconclusive means no clear call, values can overlap the other calls; further: on the % scale 0 is the no-effect control and ±100 the full control effect; mostly tested at two doses, the higher about 12 µM
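Cells plated overnight at 1500 cells/well, then exposed to library compounds with dopamine controls for 90 minutes at 37 degrees C. DiscoveRx reagent added for 30–60 minutes at room temperature; luminescence read, quantitative HTS format.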
EPAC2 antagonist – EPAC2 (human) antagonism; EPAC2 GEF exchange of Rap1B-BODIPY-GDP, fluorescence; Potency, µM (top dose mostly 114 µM), for inactives: at the top dose activity, negative = inhibition, most hits filed as inhibitors; Q8WZA2; AID 720708; 360,000 compounds, 0.18% hits; further: potency means the concentration at half of the fitted maximal effect; on the % scale 0 is the no-effect control and ±100 the full control effect; nearly all actives have a fitted effect of over 45% in size; many of its hits are not listed in these tables
Target sequence (Q8WZA2 whole entry, looked up): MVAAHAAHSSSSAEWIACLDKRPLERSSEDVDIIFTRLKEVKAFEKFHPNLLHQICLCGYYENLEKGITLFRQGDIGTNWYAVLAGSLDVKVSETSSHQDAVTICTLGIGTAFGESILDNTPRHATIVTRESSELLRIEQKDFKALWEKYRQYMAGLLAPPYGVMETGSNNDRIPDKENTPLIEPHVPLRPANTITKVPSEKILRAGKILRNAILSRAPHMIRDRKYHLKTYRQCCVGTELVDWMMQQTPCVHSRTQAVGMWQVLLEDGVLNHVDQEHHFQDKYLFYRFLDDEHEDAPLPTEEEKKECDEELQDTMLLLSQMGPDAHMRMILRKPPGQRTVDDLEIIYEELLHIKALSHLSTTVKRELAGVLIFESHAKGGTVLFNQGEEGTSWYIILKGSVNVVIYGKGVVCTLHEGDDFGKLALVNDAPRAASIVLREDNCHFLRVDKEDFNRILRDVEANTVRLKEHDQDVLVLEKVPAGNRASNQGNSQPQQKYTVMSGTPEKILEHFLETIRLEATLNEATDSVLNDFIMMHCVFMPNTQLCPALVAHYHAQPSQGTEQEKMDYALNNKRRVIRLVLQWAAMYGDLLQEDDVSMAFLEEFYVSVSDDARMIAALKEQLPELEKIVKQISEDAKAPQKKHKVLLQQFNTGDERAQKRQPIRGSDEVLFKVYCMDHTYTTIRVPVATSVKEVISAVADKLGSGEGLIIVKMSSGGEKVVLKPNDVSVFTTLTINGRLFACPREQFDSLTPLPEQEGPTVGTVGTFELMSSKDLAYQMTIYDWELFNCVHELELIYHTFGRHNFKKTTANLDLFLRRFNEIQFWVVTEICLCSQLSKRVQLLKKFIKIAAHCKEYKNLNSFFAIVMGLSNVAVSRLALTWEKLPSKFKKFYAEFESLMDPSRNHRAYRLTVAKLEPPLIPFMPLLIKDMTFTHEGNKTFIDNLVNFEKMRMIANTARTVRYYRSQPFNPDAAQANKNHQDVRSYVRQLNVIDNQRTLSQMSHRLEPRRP
Mm-Cpn inhibitor – inhibitors of Methanococcus maripaludis chaperonin (MmCpn). 330,000 compounds, 0.031% hits. purified Mm-Cpn ATPase, ADP Transcreener TR-FRET. Potency, µM (doses to about 76.9 µM), inactives show top-dose activity, negative = inhibition, hits mostly inhibitors. AID 504842; further: potency means the concentration at half of the fitted maximal effect; on the % scale 0 is the no-effect control and ±100 the full control effect; nearly all actives have a fitted effect of over 80% in size
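ATPase turnover read by TR-FRET ADP competition (Eu cryptate antibody/ADP-d2, 665/590 nm): 10uM ATP final, 25nM Mm-CPN final, 30 min 37degC after 10-min compound preincubation, pH 7.4 Tris/KCl/MgCl2/DTT buffer.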
PTHR1 ag – agonists of human PTHR1 parathyroid hormone receptor. HEK293 GP2 PTHR1 cells, GloSensor cAMP luminescence, 1 h. 410,000 compounds, 0.075% hits. Q03431. Potency, µM (highest dose often 115 µM), for the others: at the highest dose activation, hits mostly activators; further: potency means the concentration at half of the fitted maximal effect; nearly all actives have a fitted effect of over 55% in size; some results filed as inactive show a strong effect at the top dose; inactives centre near -15; many of its hits are not listed in these tables
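HEK-293-derived GP2 cells expressing PTHR1 and a GloSensor cAMP reporter, 3,000/well, plated overnight, given luciferin plus IBMX (each 0.5 mM as added) for 1 h at 37 °C, then compound for 1 h at 37 °C. Luminescence was read after 15 min at room temperature.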
DRD3 agonist – agonists of human D3 dopamine receptor; 410,000 compounds, 0.58% hits; D3R DiscoveRx beta-arrestin cells, luminescence, 90 min; AID 652048; max activation, %; P35462; in the data active means max activation above about 30%; further: 0% is about no effect; mostly tested at two doses, the higher about 12 µM
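Agonist mode: compounds and dopamine controls were applied to plated cells for 90 min at 37 degrees C after an overnight attachment at 1500 cells/well. Luminescent read-out followed 30 - 60 minutes at room temperature with DiscoveRx detection reagent.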
pAkt inh – inhibitors of Akt phosphorylation; Neuro2A IGF-stimulated pAkt S473 HTRF, 20 min; stronger effect = lower value; activity change, % for hits at 50 µM; 360,000 compounds, 0.32% hits; AID 651550; in the data active means activity change below about -80%; inconclusive means mostly about -51% to -80%; further: on the % scale 0 is the no-effect control and ±100 the full control effect
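Neuro2A cells (4,500/well, DMEM with 0.5% FBS) were treated with compound at a single 50 µM final concentration, stimulated with 6 nM IGF for 20 min at 37 °C, and lysed. Phospho-Akt Ser473 was read by HTRF as 665/615 ratio ×10^4.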
CCT chaperon mod – cytosolic chaperonin activity modulation; purified chaperonin ATPase assay, HTRF ADP detection, 30 min; 360,000 compounds, 0.3% hits; activity change, % (test concentration not listed), hits read low; in the data active means activity change below about -30%; further: on the % scale 0 is the no-effect control and ±100 the full control effect
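First, chaperonin was dispensed at 40 nM or 20 nM final depending on batch activity. Next, compounds were pinned at 76 uM and ATP added at 10 uM. After 30 min at 37 °C, ADP detection reagents ran 30 min at ambient temperature.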
EPAC2 ag – activates human EPAC2 exchange factor | Q8WZA2 | Potency, µM (top dose mostly 154 µM), without a hit: at the highest dose activation, actives largely listed as activators | EPAC2 activation, biochemical qHTS; response scale: 100% = 6.5 mM cAMP response | AID 720711 | 360,000 compounds, 0.079% hits; further: potency means the concentration at half of the fitted maximal effect; nearly all actives have a fitted effect of over 50% in size
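Fluorescence exchange assay: 100 nM EPAC2 with 250 nM RAP1B-BODIPY-GDP and 50 uM GDP; compounds tested as a concentration-titration series (qHTS). Loss of Rap1-bound BODIPY-GDP fluorescence read at 480/540 nm; data normalized to 6.5 mM cAMP.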
* hit, by the source's call; i = inactive; u = inconclusive; x = not tested or not shown; & = joins results of further samples; [ ] = remark or other dose. Unless noted, the call rests on the fitted dose curve; in most records, active means well fitted curve in the direction sought with a large enough effect; inconclusive means small, poorly fitted or top-dose-only effect, or another doubt; inactive means no such curve, though single readings can be large; an effect the other way counts as inactive or inconclusive.

SMILES | D3 antag | EPAC2 antagonist | Mm-Cpn inhibitor | PTHR1 ag | DRD3 agonist | pAkt inh | CCT chaperon mod | EPAC2 ag
CCN(CC)C(=O)N1CCN(S(=O)(=O)c2ccccc2)CC1 | 2 | 25% | -1% | 30% | 1 | i | 1.3 | 10%
O=C(Nc1cccc(S(=O)(=O)N2CCOCC2)c1)c1ccc(Cl)nc1 | 21 | 1% | 1% | -41%[inhibitor] | 13 | i | 3.4 | -1%
COCCn1cnnc1SCC(=O)c1ccc(S(=O)(=O)N2CCCC2)cc1 | u | -3% | -5% | i | 3 | i | 0.0 | -4%
CCOC(=O)c1cc2c(ccn2C)n1CC(=O)N1CCN(c2ccccc2)CC1 | 10 | 16% | -3% | -8%[57.5 µM] | -12 | i | -0.2 | -4%
COC(=O)c1c(C)[nH]c(C(=O)OCc2csc(CC(=O)Nc3ccccc3C)n2)c1C | 20 | 11% | -9% | -23% | 0 | i | -0.3 | -6%
CC(C)CCn1c(SCC(=O)OCn2nnc3ccccc3c2=O)nc2ccccc2c1=O | -2 | 11% | 1% | u | 7 | i | -1.1 | 2%
O=C(Nc1ccc2cn[nH]c2c1)c1ccccc1F | 3 | 8% | 2% | i | 3 | i | -1.2 | -1%
COc1ccc(C)cc1N(C)C(=O)Cc1c(C(=O)O)n(C)c2ccccc12 | -24 | 4% | -4% | i | -12 | i | -4.2 | 17%
NC(=O)c1ccc(SCC(=O)OCC(=O)NCC2CCCCC2)c([N+](=O)[O-])c1 | 1 | 16% | 1% | 13% | -8 | i | -2.1 | -8%
CCOC(=O)N1CCN(c2c(N3CCN(c4ccccc4OC)CC3)c(=O)c2=O)CC1 | -15 | 8% | 0% | i | -13 | i | 2.3 | 3%
CCN(CC(=O)Nc1ccccc1OC)C(=O)C1CC2C=CC1C2 (stereo not given) | 20 | -2% | x | -2%[57.5 µM] | 2 | i | -5.0 | 3%
COCCCN1C(=O)C(CC(=O)NCC2CCCCC2)CC(C(=O)N(C)C)=C1C (stereo not given) | 18 | -7% | x | -25% | 2 | i | -1.9 | -4%
Cc1ccc(/C=N/n2c(-c3ccccn3)n[nH]c2=S)o1 | -6 | 1% | 1% | -14% | -4 | i | 0.2 | 7%
Cn1c(=O)c2cc(NC(=S)NC3CC3)ccc2n1Cc1ccc(F)cc1 | -25 | -11% | x | i | 10 | i | -0.7 | 12%
O=C(c1cccs1)N(C(=O)c1cccs1)c1ccc(Br)cn1 | -17 | -1% | 0% | -37% | -2 | i | -0.9 | 16%
COc1cccc(-n2c(SCC(N)=O)nc3c([nH]c4ccccc43)c2=O)c1 | 3 | -3% | 1% | -7% | 5 | i | -2.4 | 3%
N#Cc1cnc2ncnn2c1-c1ccccc1 | 14 | -1% | 1% | i | 1 | i | -4.3 | 3%
N#Cc1ccccc1OCC(=O)NCC(c1cccs1)N1CCOCC1 (stereo not given) | 9 | -2% | 2% | -19% | -1 | i | -1.0 | 10%
Cc1ccc(NC2CCCN(C(=O)c3cc4ncccn4n3)C2)cc1C (stereo not given) | 2 | -4% | 2% | -23% | -2 | i | -1.0 | -3%
O=C(NNc1ccc([N+](=O)[O-])cc1)C1C2CCCCC21 (stereo not given) | -6 | 9% | 0% | i | -7 | i | -1.7 | 1%
CCOc1cc(C2C(C(=O)c3ccccc3)=C(C(=O)OC)Nc3nnnn32)ccc1O (stereo not given) | -55* | -1% | 1% | i | 1 | i | 1.4 | 4%
CCSc1nnc2ccc(-c3cccs3)nn12 | -9 | -3% | -7% | 29% | -6 | i | -0.5 | 12%
CC(C)(C)c1ccccc1NC(=O)Nc1nc(C(N)Cc2ccc(F)cc2)cs1 (stereo not given) | 7 | 4% | x | -28% | -1 | i | -0.2 | -4%
Cc1ccc2cccc(SCC(=O)NCc3ccco3)c2n1 | -19 | 1% | -3% | -21%[57.5 µM] | -3 | i | -5.2 | 6%
O=C(COc1ccc(Cl)cc1Cl)NC(=O)c1ccccc1 | -15 | 4% | 0% | i | -2 | i | 0.2 | 3%
Nn1cc(-c2ccccc2)nc1SCC(=O)Nc1ccc2c(c1)OCO2 | 12 | 0% | -2% | i | 1 | i | -4.3 | 3%
COc1cccc(C2CC(=O)NC3=C2C(=O)CCC3)c1 (stereo not given) | u | 3% | -1% | 7%[57.5 µM] | 2 | i | -3.0 | 8%
COc1ccccc1CNC(=O)CN1C(=O)NC2(CCC(C)CC2)C1=O (stereo not given) | 2 | 2% | -1% | 0% | 0 | i | -3.0 | 1%
Cc1nnc(SCC(=O)Nc2sc3c(c2C#N)CCCCC3)n1N | 4 | -10%[57.1 µM] | 1% | -10%[57.5 µM] | -3 | i | 0.0 | 0%
Cc1c(N=Nc2ccc(O)cc2)c(=O)n(-c2ccccc2)n1C | -30 | 0% | -9% | i | 3 | i | -5.6 | 9%
O=c1/c(=C\c2cc([N+](=O)[O-])cc([N+](=O)[O-])c2O)sc2nc3ccccc3n12 | -19 | u | -1% | i | -2 | i | -0.7 | 14%
Cc1ccc2c(c1)C(=O)N1c3cc(C)c(C)cc3NC(=O)C1C(=O)N2 (stereo not given) | 34 | -8% | x | -8% | 11 | i | -0.4 | 2%
CCC(NS(=O)(=O)c1ccc(C)cc1)C(=O)O (stereo not given) | 18 | -5% | 1% | -3%[57.5 µM] | 1 | x | -0.9 | 11%
CCOC(=O)CN(C(=O)CSc1nnc(CNc2ccc(F)cc2)n1CC)c1ccc(F)cc1 | -28 | -3% | 1% | -23% | 0 | i | -1.6 | 7%
Cc1ccc(Cn2c(C)nc3c(c2=O)c2nc4ccccc4nc2n3Cc2ccco2)cc1 | u | -6% | -3% | -18% | -4 | i | 1.2 | 3%
Cc1cc(C)n(-c2ccc(NC(=O)C3CCCCN3C(=O)c3ccoc3C)cc2)n1 (stereo not given) | 6 | -1% | 0% | -2% | 1 | i | -1.3 | 5%

Record cards, from the list above. Values in the order: D3 antag	EPAC2 antagonist	Mm-Cpn inhibitor	PTHR1 ag	DRD3 agonist	pAkt inh	CCT chaperon mod	EPAC2 ag
O=C(COc1ccc(Cl)cc1Cl)NC(=O)c1ccccc1 in the list: -15	4%	0%	i	-2	i	0.2	3%
CCOC(=O)CN(C(=O)CSc1nnc(CNc2ccc(F)cc2)n1CC)c1ccc(F)cc1 in the list: -28	-3%	1%	-23%	0	i	-1.6	7%
Cc1cc(C)n(-c2ccc(NC(=O)C3CCCCN3C(=O)c3ccoc3C)cc2)n1 (stereo not given) in the list: 6	-1%	0%	-2%	1	i	-1.3	5%
Cc1nnc(SCC(=O)Nc2sc3c(c2C#N)CCCCC3)n1N in the list: 4	-10%[57.1 µM]	1%	-10%[57.5 µM]	-3	i	0.0	0%

Other entries.
SMILES | D3 antag | EPAC2 antagonist | Mm-Cpn inhibitor | PTHR1 ag | DRD3 agonist | pAkt inh | CCT chaperon mod | EPAC2 ag
O=C(COC(=O)c1ccco1)c1ccc(Cl)cc1 | -14 | 0% | 2% | -77%[inhibitor] | -14 | i | 0.8 | 13%
CCOc1nc(C)ccc1-c1noc(-c2ccco2)n1 | 4 | -3% | -3% | i | 8 | i | -0.9 | 8%
O=C(O)c1cc2nc3c(c(C(F)(F)F)n2n1)CCc1ccccc1-3 | 0 | 4% | -5% | -32%[inhibitor][57.5 µM] | -1 | -114%* | 0.8 | 7%
COc1ccc(CCN2C(=O)CC(NC34CC5CC(CC(C5)C3)C4)C2=O)cc1OC (stereo not given) | 13 | 12% | -1% | -36%[inhibitor] | 1 | i | 2.4 | -3%
O=C(c1cccs1)N1CCN(Cc2cccc([N+](=O)[O-])c2)CC1 | -15 | 2% | -2% | -1% | 2 | i | 1.6 | 4%
CC(C(=O)NCc1ccccc1)n1c(-c2ccc3c(c2)CCO3)nc2ccccc21 (stereo not given) | -9 | 8% | x | -11% | -16 | i | x | 11%
CC(C)c1nc(CNC(=O)c2cc(COc3c(F)cccc3F)on2)cs1 | 10 | -5% | 1% | 0% | 2 | i | -1.5 | 12%
Cc1cc(N2CCN(c3ccccc3)CC2)nc2ccccc12 | 7 | -2% | 0% | -20% | 5 | i | -1.2 | 20%
COc1ccc2[nH]c3c(NCc4ccco4)ncnc3c2c1 | 17 | 8% | -1% | i | 2 | i | 0.2 | 4%
CCc1nonc1NC(=O)c1oc2ccc(Cl)cc2c1C | 20 | -2% | -1% | -2% | -3&-4 | i | -1.6 | -5%
COc1nc(N)c(S(=O)(=O)c2ccc(C)cc2)cc1C#N | 5 | -1% | 1% | i | 0 | i | -1.2 | 9%
COc1ccc(CN2C(=O)CCC2(C)C(=O)NC2CCCCCC2)cc1 (stereo not given) | -9 | -2% | -2% | -3%[57.5 µM] | -5 | i | 0.7 | 5%
COc1ccccc1CN1CC(C(=O)NCc2ccc(SC)cc2)CCC1=O (stereo not given) | 16 | 2% | -4% | -19% | 5 | i | 0.5 | -4%
COc1ccc(CCC(C)NCCc2ccc(Cl)cc2Cl)cc1 (stereo not given) | 0 | 1% | 2% | -22% | -3 | i | -0.2 | -2%
O=C(CCn1c(=O)c2cccn2c2cccnc21)NCCCN1CCN(c2ccc(F)cc2)CC1 | -67* | 8% | x | i | -4 | i | 0.9 | 11%
Cc1ccc(C)c(NC(=O)c2nc(-c3ccccc3)n(-c3ccccc3)n2)c1 | 34 | -4% | -2% | 30%[57.5 µM] | 1 | i | -0.2 | 7%
Cn1c2ccccc2c(=O)c2c(=O)n(C3CCCCCC3)c(C3CCCCC3)nc21 | -15 | -2% | 0% | 0% | -4 | i | -2.6 | -11%
COc1cc(C(=O)N(Cc2ccc(N(C)C)cc2)C2CCS(=O)(=O)C2)cc(OC)c1OC (stereo not given) | 14 | 1% | 1% | i | 6 | i | -4.7 | -4%
COc1ccc(NC(=O)Nc2nc(C(N)C3CCCCC3)cs2)cc1 (stereo not given) | 12 | 4% | x | -20% | -11 | i | -3.8 | 4%
CCOC(=O)C1=C(O)C(=O)N(Cc2cccnc2)C1c1ccc(C)cc1 (stereo not given) | 4 | 5% | -2% | i | 2 | i | -1.5 | 0%
Cc1ccc2cc(CCNC(=O)c3ccc(S(=O)(=O)N4CCCCC4)cc3)c(=O)[nH]c2c1 | 7 | 5% | -7% | -23% | 14 | i | -1.5 | 16%

An excerpt; rates above refer to the full screens.
